PKA-R1A act = activates the PKA-R1A holoenzyme complex; AID 504707; PKA-R1A dissociation, Cy5-IP20 fluorescence polarization; scaled: DMSO 0%, 113 µM cGMP 100%; activation, % at 11.4 µM; 340,000 compounds, 0.083% hits; P00514+P68181;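 active means percent activation above the mean of all tested compounds plus 3 SD, cut at about 19% in these data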;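 further: higher means more PKAc released from R1A so a rise in polarization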
PfHsp90 yeast 2 = inhibits growth of yeast expressing Plasmodium falciparum Hsp90; S. cerevisiae expressing PfHsp90, BacTiter-Glo ATP, 48 h; yeast lacking PDR1 and PDR3 efflux regulators; inhibition, % at 9.4 µM; 310,000 compounds, 0.32% hits; AID 504621;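 active means every replicate shows inhibition above about 80%, whatever the replicate mean, limit read from the data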;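 further: 0% = DMSO neutral controls and 100% = 20 µM radicicol positive controls; yeast relying on Plasmodium falciparum Hsp90 in place of its own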
HTR5A inv ctr = HTR5A inverse agonism, opioid heterodimer counter-screen; HTR5A cell line, luminescence; inhibition, % at 9.3 µM; P47898; 340,000 compounds, 0.083% hits; in the data active means inhibition mostly above about 23%, no sharp cut-off; inactive means mostly below about 18%;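 further: 0% = cells with DMSO and 100% = no-cell wells with DMSO; some compounds called inactive have numbers as strong as hits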
Target sequence (P47898 whole entry, looked up): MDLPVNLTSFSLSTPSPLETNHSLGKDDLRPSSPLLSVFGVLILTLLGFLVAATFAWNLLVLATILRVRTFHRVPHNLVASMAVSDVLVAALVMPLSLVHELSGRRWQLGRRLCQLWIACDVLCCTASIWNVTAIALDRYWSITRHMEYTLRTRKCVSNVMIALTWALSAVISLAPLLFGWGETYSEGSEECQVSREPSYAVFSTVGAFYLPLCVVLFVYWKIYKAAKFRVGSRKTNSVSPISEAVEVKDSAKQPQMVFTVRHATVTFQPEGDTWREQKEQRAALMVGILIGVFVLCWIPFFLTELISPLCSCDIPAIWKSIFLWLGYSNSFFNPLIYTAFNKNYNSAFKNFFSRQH
MOR-DOR ag = OPRM1-OPRD1 heterodimerization agonism. cells, luminescence. activation, % at 9.3 µM. 340,000 compounds, 0.3% hits. AID 504326; in the data active means activation above about 18%;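 further: 0% = vehicle-treated cells and 100% = reference agonist; values of inactives mirror those of a sister screen read the other way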
E coli growth = bacterial growth inhibition, counter-screen for AddAB inhibitors. 330,000 compounds, 0.27% hits. AID 449728. E. coli V3065 growth, OD600 absorbance, 18 h. inhibition, % at 11.9 µM;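 active means inhibition above the campaign's mean inhibition across all tested compounds plus 3 SD, cut at about 9.9% in these data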;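 further: uninfected addAB+ strain grown without phage in ampicillin broth; 0% = DMSO wells and 100% = ciprofloxacin 0.95 µg/ml wells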
PKA-R2B act = PKA-R2B complex activation | 340,000 compounds, 0.079% hits | activation, % at 11.4 µM | PKA-R2B holoenzyme dissociation, Cy5-IP20 fluorescence polarization; R2B truncated from residue 108, S112A mutant; 0% DMSO only, 100% 113 µM cGMP | P22694+P31323;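 active means activation above a cutoff set at the mean over all compounds plus 3 SD, cut at about 18% in these data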;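 further: higher means more holoenzyme dissociation and a rise in polarization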
Target sequence (P31323 whole entry, looked up, other chains not shown, the tested form may be a part): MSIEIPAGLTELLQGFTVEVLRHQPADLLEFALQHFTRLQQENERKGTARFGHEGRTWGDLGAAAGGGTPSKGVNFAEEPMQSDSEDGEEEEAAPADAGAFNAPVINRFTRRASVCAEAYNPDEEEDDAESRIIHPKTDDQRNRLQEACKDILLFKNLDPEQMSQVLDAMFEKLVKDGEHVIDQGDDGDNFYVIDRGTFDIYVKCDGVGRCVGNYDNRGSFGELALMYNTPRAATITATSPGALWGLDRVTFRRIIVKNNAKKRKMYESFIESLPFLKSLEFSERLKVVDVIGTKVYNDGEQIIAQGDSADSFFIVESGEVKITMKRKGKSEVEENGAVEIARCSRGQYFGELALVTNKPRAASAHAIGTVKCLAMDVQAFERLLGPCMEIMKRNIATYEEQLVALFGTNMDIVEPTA
AddAB inh = less growth of phage-infected E. coli with AddAB. E. coli expressing H. pylori AddAB, absorbance growth. inhibition, % at 11.9 µM. 330,000 compounds, 0.29% hits. AID 435030; in the data active means inhibition above about 12%;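 further: 0% = vehicle wells of infected cells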
Mot1-301 SUMO = inhibitors of SUMOylation pathway: yeast Mot1-301 growth rescue. S. cerevisiae Mot1-301 growth rescue, ATP luminescence, 38.5C; percent above DMSO median, 100 means doubled. growth rescue, % at 18.8 µM. 320,000 compounds, 1% hits. AID 2716;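 active means every valid replicate shows activation above 250% relative to neutral control wells; inactive means the rest, any valid replicate at or below 250%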;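 further: OY570 slx delta 5 strain wells were the positive control but not used for scaling; some compounds called inactive have numbers as strong as hits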
phage Ecoli inh = E. coli growth loss with phage present; growth absorbance; inhibition, % at 11.9 µM; 360,000 compounds, 0.26% hits; in the data active means inhibition above about 11%
Tat export inh = blocks Tat-dependent protein export in E. coli; E. coli MC4100 TorA-mCherry Tat export, fluorescence; inhibition, % at 10 µM; 340,000 compounds, 0.036% hits; AID 488895;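 active means mean replicate inhibition at least 50% and at least half of replicates individually reaching 50%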;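 further: exported cargo escapes ClpAP degradation while cytoplasmic cargo is degraded and loses fluorescence; 0% = median of neutral control wells and 100% = median of NaSCN control wells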
OPRM1-OPRD1 inv = inverse agonist of human OPRM1-OPRD1 heterodimerization; 340,000 compounds, 0.21% hits; cell-based MOR-DOR heterodimer luminescence, inverse agonism; P35372+P41143; inhibition, % at 9.3 µM; in the data active means inhibition above about 22%, passing the limit was not always enough;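 further: 0% = cells with DMSO and 100% = wells without cells with DMSO; values of inactives mirror those of a sister screen read the other way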
Numbers without * were called inactive; i = inactive; x = not tested or not shown. The order is random; overall some 2.2% were active at least once.

SMILES | PKA-R1A act | PfHsp90 yeast 2 | HTR5A inv ctr | MOR-DOR ag | E coli growth | PKA-R2B act | AddAB inh | Mot1-301 SUMO | phage Ecoli inh | Tat export inh | OPRM1-OPRD1 inv
Cc1ccc(Oc2nnc(-c3cccs3)c3ccccc23)cc1C | -22 | 17 | -9 | 0.2 | 0.4 | -6 | 3.0 | x | 3.5 | 5 | -1
CCN1/C(=C/C=C/C=C/C=C/c2sc3ccccc3[n+]2CC)Sc2ccccc21 | -1 | 2 | -17 | -0.8 | -1.6 | 2 | -0.8 | -18 | 2.0 | -9 | 4
O=C(CS(=O)(=O)c1ccccc1)Nc1nc2ccccc2s1 | -5 | x | -23 | 0.4 | 0.5 | -2 | -0.5 | -16 | 3.3 | 10 | -2
O=C(CNC(=O)OCc1ccccc1)NC1(C(=O)O)CCCC1 | -3 | -5 | -10 | -2.0 | x | 0 | x | x | 2.4 | -1 | 10
O=C(Nc1cccc(C(F)(F)F)c1)c1cc(Br)cc2c1OCC2 | -1 | 5 | 1 | -0.8 | -0.5 | 10 | 1.4 | -4 | 3.0 | 5 | 4
CCOc1ccc(N2C(=O)CN=C2Nc2ccccc2F)cc1 | 6 | -5 | -9 | -0.8 | 0.4 | 2 | 2.4 | -26 | 0.8 | -7 | 5
CC(=O)c1ccc(S(=O)(=O)N2CCNCC2)cc1 | 2 | -20 | -4 | -2.7 | -3.3 | -3 | -2.0 | 2 | 1.1 | -10 | 14
O=C(CCC(=O)OCc1ccc([N+](=O)[O-])cc1Cl)Nc1ccccc1 | 4 | 1 | 7 | -1.1 | 1.6 | 4 | 1.3 | -9 | 0.1 | -4 | 3
O=C(Nc1ccccc1-c1ccccc1)C(c1ccccc1)c1ccccc1 | 4 | 6 | 14 | 3.0 | 0.9 | 7 | -0.6 | 16 | 1.2 | -1 | -15
COc1cc(/C=N/NC(=O)c2ccc(CN(C)S(=O)(=O)c3ccc(C)cc3)cc2)ccc1O | 4 | -33 | -28 | 0.5 | 0.4 | -6 | 4.3 | 7 | 3.4 | 4 | -3
c1ccc(-c2cc(CSc3nc4ccccc4[nH]3)on2)cc1 | -3 | -14 | -3 | 1.9 | 26* | 3 | 24* | 25 | 18* | -50 | -11
Cc1ccc(S(=O)(=O)N(CCCO)Cc2cc3c(C)ccc(C)c3[nH]c2=O)cc1 | -9 | x | -5 | -2.1 | 0.4 | -13 | 2.1 | -3 | 1.3 | 8 | 11
Cc1ccc(NC(=O)CSc2nc3ccccc3c(=O)n2CCCC(=O)NCC2CCCO2)cc1 (centres undefined) | -6 | 25 | -5 | -2.9 | 1.4 | 6 | -0.4 | 1 | 2.4 | 2 | 15
COc1cccc(-c2nn(C)c3sc(C(=O)N4CCOCC4)cc23)c1 | -7 | 18 | -10 | -1.7 | -0.7 | -3 | 1.4 | -19 | 2.1 | 0 | 10
COc1ccc(NC(=O)C2=CC=CN3CCS(=O)(=O)N=C23)c(OC)c1 | -6 | 24 | -4 | -1.7 | -1.0 | 6 | -1.6 | 7 | 3.2 | -3 | 9

Exported tab-delimited: entries from further up
mol	PKA-R1A act	PfHsp90 yeast 2	HTR5A inv ctr	MOR-DOR ag	E coli growth	PKA-R2B act	AddAB inh	Mot1-301 SUMO	phage Ecoli inh	Tat export inh	OPRM1-OPRD1 inv
CCOc1ccc(N2C(=O)CN=C2Nc2ccccc2F)cc1	6	-5	-9	-0.8	0.4	2	2.4	-26	0.8	-7	5
O=C(CNC(=O)OCc1ccccc1)NC1(C(=O)O)CCCC1	-3	-5	-10	-2.0	x	0	x	x	2.4	-1	10
Cc1ccc(S(=O)(=O)N(CCCO)Cc2cc3c(C)ccc(C)c3[nH]c2=O)cc1	-9	x	-5	-2.1	0.4	-13	2.1	-3	1.3	8	11
c1ccc(-c2cc(CSc3nc4ccccc4[nH]3)on2)cc1	-3	-14	-3	1.9	26*	3	24*	25	18*	-50	-11
COc1ccc(NC(=O)C2=CC=CN3CCS(=O)(=O)N=C23)c(OC)c1	-6	24	-4	-1.7	-1.0	6	-1.6	7	3.2	-3	9

Other results follow.
SMILES | PKA-R1A act | PfHsp90 yeast 2 | HTR5A inv ctr | MOR-DOR ag | E coli growth | PKA-R2B act | AddAB inh | Mot1-301 SUMO | phage Ecoli inh | Tat export inh | OPRM1-OPRD1 inv
CCn1cc(C(=O)N2CC=C(c3ccccc3)CC2)c(=O)c2ccc(C)nc21 | -3 | 4 | 10 | -2.3 | -2.4 | -4 | 1.3 | -11 | x | -1 | 12
CC1(c2ccccc2)NC(=O)N(NC(=O)COC(=O)c2cc(Br)ccc2O)C1=O (centres undefined) | -3 | x | 5 | -2.1 | 1.7 | 2 | 1.2 | 15 | -0.4 | -6 | 11
COc1ccccc1/C(C)=N/NC(=O)c1nnn(-c2nonc2N)c1C(C)C | -9 | 1 | -22 | -2.9 | -0.4 | 1 | 5.1 | -37 | 2.5 | -14 | 16
CN1CCCN(C(=O)c2c(F)cccc2Cl)CC1 | -5 | -6 | 4 | -3.5 | -1.4 | -11 | 1.8 | i | 1.7 | -3 | 17
O=C1CCCC(=O)C1Sc1ccc(Cl)cc1 | -11 | -55 | -1 | -1.2 | -2.1 | -2 | 1.3 | -11 | 5.5 | 17 | 6
Cc1ccccc1N1CCN(CCCCN2C(=O)C3CCCN3C2=O)CC1 (centres undefined) | -6 | -2 | 8 | -1.6 | -1.0 | -1 | 1.2 | 20 | 1.7 | -13 | 9
O=[N+]([O-])c1ccccc1CSc1nc2ccccc2o1 | -19 | -50 | -13 | 0.6 | 0.6 | -4 | -2.0 | 5 | 3.0 | 6 | -4
CN(CC(=O)Nc1ccc(Cl)c(C(F)(F)F)c1)C(=O)c1ccc2c(c1)OCCO2 | 10 | x | 9 | -1.0 | -0.4 | 1 | -1.7 | 2 | 4.0 | -2 | 5
O=C(COc1nncc2ccccc12)Nc1c(F)c(F)c(F)c(F)c1F | 2 | 34 | 18 | -0.2 | -2.1 | 2 | -2.7 | 9 | -0.3 | -1 | 1
Cc1ccc(C(=O)N/C(=C\c2ccco2)C(=O)NCCCn2ccnc2)cc1 | -3 | x | -29 | -1.8 | 1.4 | 11 | 4.7 | 62 | 2.3 | 4 | 10
CCOC(=O)c1sc(C)c2c(=O)n(CCCN3CCOCC3)cnc12 | 2 | 10 | -9 | -1.8 | 1.8 | -9 | 5.0 | -7 | 2.4 | 1 | 10
COc1ccc(S(=O)(=O)N(C)C[C@H]2Oc3ccc(NS(=O)(=O)c4cccs4)cc3CC(=O)N([C@H](C)CO)C[C@H]2C)cc1 | -1 | -3 | -32 | 0.5 | 0.1 | 9 | 4.2 | 25 | 1.9 | -4 | -3
NC(=O)CSc1nnc(SCc2ccc(F)cc2)s1 | 4 | -50 | -7 | -0.3 | -0.6 | 3 | 3.3 | -16 | 5.2 | -6 | 2
CN(CCOc1ccc(Cl)cc1)C(=O)C1CCN(C(=O)c2ccc(Cl)cc2)CC1 | -9 | 15 | 7 | -1.8 | 0.3 | -3 | 1.8 | -15 | 1.0 | 1 | 10
O=S(=O)(NCC1CCCO1)c1ccc(S(=O)(=O)N(Cc2ccccc2F)C2CCCCC2)cc1 (centres undefined) | -1 | 25 | -16 | 6.2 | -2.0 | 0 | 0.9 | 0 | -1.1 | 2 | -36
CCN(CC(=O)NCc1ccc(Cl)cc1)C(=O)CN1C(=O)NC(C)(c2ccccc2)C1=O (centres undefined) | 6 | 3 | 0 | -3.5 | 2.2 | -1 | -0.3 | 39 | -0.9 | 0 | 18
CCN(CC)S(=O)(=O)c1ccc2c(c1)nc(CCC(=O)O)n2C | 0 | -1 | 8 | -1.7 | 0.6 | -1 | 1.0 | -45 | 1.5 | -5 | 9
Cc1cc(NC(=O)COC(=O)c2oc3c(ccc4ccccc43)c2C)no1 | 10 | -4 | -1 | 5.3 | -0.1 | 4 | 3.2 | 7 | 4.8 | 2 | -30
CC(=O)N1CCN(CC(=O)Nc2ccc3c(c2)CCC3)CC1 | -8 | 8 | 14 | -1.0 | 1.8 | 1 | 1.7 | -5 | 4.7 | -2 | 7
COc1ccccc1N1CCN(C(=O)c2sc3nc4n(c(=O)c3c2C)CCC4)CC1 | -3 | -1 | 5 | -2.7 | -2.9 | -8 | 3.7 | -10 | 1.6 | -5 | 15
CCCNC(=O)c1onc(CSc2ccc(Cl)cc2)c1C(=O)NC(C)C | -9 | -2 | -17 | 0.2 | -0.1 | -8 | -2.4 | -6 | 2.9 | 8 | -1
COc1ccc(S(=O)(=O)NCC(c2cccs2)N2CCc3ccccc3C2)cc1 (centres undefined) | -15 | x | -15 | 7.0 | 0.7 | -14 | -0.9 | 11 | 1.9 | 6 | -45
CCn1c(CSc2nc(C)cc(C)n2)nnc1SCC(=O)N1CCCc2ccccc21 | -8 | 6 | -7 | -1.7 | 0.1 | 4 | 0.2 | 1 | 2.0 | 10 | 9
CC(C)(C)c1ccc(-c2noc(CCC(=O)Nc3cccnc3)n2)cc1 | -9 | 8 | 8 | 2.6 | 3.0 | -8 | 1.8 | 250 | 1.7 | 7 | -14
Cn1c(=O)c2c(nc(-c3ccccc3)n2C)n(Cc2ccccc2)c1=O | -7 | -2 | -17 | -1.9 | -0.4 | -1 | 1.7 | 1 | 1.2 | 2 | 10
COc1ccc(NC(=O)CCNC(=O)Cn2ccc3ccccc3c2=O)c(OC)c1 | -6 | 3 | -3 | -3.5 | 1.6 | -6 | -0.3 | -3 | 0.2 | 11 | 18
Cc1nnc(SCC(=O)Nc2cc(C(C)(C)C)nn2-c2ccccc2)s1 | -2 | -1 | 13 | -2.8 | 1.0 | 10 | 2.5 | 2 | 2.3 | 0 | 15
Cc1cc2ccccc2n1CCC(=O)O | -3 | 15 | 15 | -1.4 | -3.1 | -8 | 0.0 | -15 | 1.6 | -12 | 7
CCn1c(SCC(=O)c2ccc(OC)cc2)nnc1C1CC1 | -3 | 10 | -10 | -1.3 | 2.1 | -6 | 6.5 | 5 | 1.3 | -8 | 8
Nc1nnnn1CC(=O)N/N=C/C=C/c1ccccc1 | x | 6 | x | x | 2.8 | x | 2.2 | -24 | -0.1 | 1 | x
O=C(CNS(=O)(=O)c1ccccc1)OCC(=O)c1ccc([N+](=O)[O-])cc1 | -4 | 3 | 8 | -5.0 | -0.7 | -9 | -1.3 | 1 | 1.7 | 7 | 27
O=C(CSc1ncn[nH]1)NCCc1ccccc1 | 5 | -5 | -3 | -0.9 | 2.3 | -11 | 0.0 | 45 | 2.1 | -2 | 5
COc1ccc(NC(=O)C2CCN(c3ncnc4c3nc3n4CCCCC3)CC2)cc1Cl | -1 | -1 | -23 | -0.5 | 0.3 | -2 | 2.4 | 6 | 2.1 | -6 | 3
COc1ccc(NC(=O)[C@H](Cc2c[nH]c3ccccc23)NC(=O)[C@@H]2Cc3ccccc3CN2)cc1 | -13 | 11 | -26 | -2.2 | -2.2 | -4 | 1.0 | 5 | 3.2 | -1 | 12
